DAX1 inh-1: blocks DAX1 repression of SF-1 activated StAR promoter; HEK293T StAR-luciferase reporter, SF-1/DAX-1 repression relief; inhibition, % at 6.8 µM; 370,000 tested, 1.1% active; AID 652010;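 active means inhibition above the mean over all tested compounds plus 3 SD, cut at about 3.6% in these data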;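 further: 0% = DAX-1 cells with DMSO and 100% = cells lacking DAX-1 with DMSO; higher inhibition means more luminescence from relief of DAX-1 repression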
hcDAF-12 act: activators of H. contortus DAF-12 nuclear receptor. HEK293 hcDAF-12 lit1-tk-luc reporter, luminescence; 0% DMSO, 100% Δ7-dafachronic acid. activation, % at 6.8 µM. 370,000 tested, 1.4% active. AID 652067;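 active means activation above the mean of all tested compounds plus 3 SD, cut at about 5.5% in these data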;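 further: 100% = response to 3 µM Δ7-dafachronic acid high control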
SMARCA2 act: increases SMARCA2 function in MMTV reporter cells; activation, % at 9.1 µM; 370,000 tested, 1% active; MG213 cells, MMTV-luciferase reporter, dexamethasone, overnight; AID 652017; in the data active means activation above about 7.8%;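 further: 0% = vehicle wells and 100% = reference activator wells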
hgDAF-12 ag: activates the H. glycines DAF-12 receptor ligand-binding domain | activation, % at 6.8 µM | HEK293 GAL4-hgDAF12 UAS-luciferase reporter, agonist luminescence; normalized to butyrate control | 370,000 tested, 1.8% active;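 active means activation above a cutoff set at the mean of all screened compounds plus 3 SD, cut at about 10% in these data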;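 further: 0% = DMSO wells and 100% = sodium butyrate wells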
ssDAF-12 act: activators of S. stercoralis DAF-12 nuclear receptor; HEK293 ssDAF-12/GRIP1 lit1-tk-luc reporter, luminescence; % of 3 µM dafachronic acid response; activation, % at 6.8 µM; 370,000 tested, 1% active;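 active means activation above the mean over all tested compounds plus 3 SD, cut at about 0.9% in these data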;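 further: 0% = DMSO-only wells and 100% = 3 µM delta7-dafachronic acid wells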
NR1D1 modulator: Rev-erb alpha (human) modulation; Rev-erbα–FITC-DNA binding, fluorescence polarization, 90 min; 370,000 tested, 0.79% active; activity, % at 10 µM; AID 1259318;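 active means activity above about 14%, limit read from the data; passing the limit was not always enough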;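 further: 0% = DMSO wells with 35 nM protein and 100% = DMSO wells with 750 nM protein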
ADAM17 inh: inhibitors of human ADAM17; recombinant ADAM17, EDANS/DABCYL FRET peptide cleavage; inhibition, % at 6.95 µM; 370,000 tested, 0.83% active;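 active means inhibition above the mean of compounds lying between control limits plus 3 SD, set per campaign, cut at about 8.5% in these data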;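 further: 0% = DMSO-only wells as the low control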
PLCb3 inh: PLC-beta3 (human) inhibition, primary screen. Q01970. Purified PLC-beta3, fluorogenic substrate, fluorescence. inhibition, % at 12.2 µM. 370,000 tested, 0.18% active; in the data active means inhibition above about 11%;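 further: 0% = median of compound wells on plate and 100% = full blocker control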
DAX1 inh-2: inhibitors of human orphan nuclear receptor DAX1 (NR0B1); P51843; HEK293 Gal4-DAX1 luciferase reporter, luminescence; inhibition, % at 6.75 µM; 340,000 tested, 0.99% active; AID 504766;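 active means inhibition above the mean over all tested compounds plus 3 SD, cut at about 4.2% in these data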;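 further: 0% = DAX1-transfected cells with DMSO and 100% = empty-vector control cells with DMSO; inhibition shows as a rise in luminescence from relieved DAX1 repression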
MBD2 inh: MBD2-methylated oligo binding inhibition. Q9UBB5. TR-FRET, MBD2 binding to methylated oligonucleotide. inhibition, % at 4.4 µM. 370,000 tested, 0.31% active; in the data active means inhibition above about 13%
PLCg1 inh: blocks human PLC-gamma1 enzyme activity; P19174; purified PLC-gamma1, fluorogenic substrate, fluorescence; inhibition, % at 12.2 µM; 370,000 tested, 0.84% active; AID 720700; in the data active means inhibition above about 9.5%
Target sequence (P19174 whole entry, looked up): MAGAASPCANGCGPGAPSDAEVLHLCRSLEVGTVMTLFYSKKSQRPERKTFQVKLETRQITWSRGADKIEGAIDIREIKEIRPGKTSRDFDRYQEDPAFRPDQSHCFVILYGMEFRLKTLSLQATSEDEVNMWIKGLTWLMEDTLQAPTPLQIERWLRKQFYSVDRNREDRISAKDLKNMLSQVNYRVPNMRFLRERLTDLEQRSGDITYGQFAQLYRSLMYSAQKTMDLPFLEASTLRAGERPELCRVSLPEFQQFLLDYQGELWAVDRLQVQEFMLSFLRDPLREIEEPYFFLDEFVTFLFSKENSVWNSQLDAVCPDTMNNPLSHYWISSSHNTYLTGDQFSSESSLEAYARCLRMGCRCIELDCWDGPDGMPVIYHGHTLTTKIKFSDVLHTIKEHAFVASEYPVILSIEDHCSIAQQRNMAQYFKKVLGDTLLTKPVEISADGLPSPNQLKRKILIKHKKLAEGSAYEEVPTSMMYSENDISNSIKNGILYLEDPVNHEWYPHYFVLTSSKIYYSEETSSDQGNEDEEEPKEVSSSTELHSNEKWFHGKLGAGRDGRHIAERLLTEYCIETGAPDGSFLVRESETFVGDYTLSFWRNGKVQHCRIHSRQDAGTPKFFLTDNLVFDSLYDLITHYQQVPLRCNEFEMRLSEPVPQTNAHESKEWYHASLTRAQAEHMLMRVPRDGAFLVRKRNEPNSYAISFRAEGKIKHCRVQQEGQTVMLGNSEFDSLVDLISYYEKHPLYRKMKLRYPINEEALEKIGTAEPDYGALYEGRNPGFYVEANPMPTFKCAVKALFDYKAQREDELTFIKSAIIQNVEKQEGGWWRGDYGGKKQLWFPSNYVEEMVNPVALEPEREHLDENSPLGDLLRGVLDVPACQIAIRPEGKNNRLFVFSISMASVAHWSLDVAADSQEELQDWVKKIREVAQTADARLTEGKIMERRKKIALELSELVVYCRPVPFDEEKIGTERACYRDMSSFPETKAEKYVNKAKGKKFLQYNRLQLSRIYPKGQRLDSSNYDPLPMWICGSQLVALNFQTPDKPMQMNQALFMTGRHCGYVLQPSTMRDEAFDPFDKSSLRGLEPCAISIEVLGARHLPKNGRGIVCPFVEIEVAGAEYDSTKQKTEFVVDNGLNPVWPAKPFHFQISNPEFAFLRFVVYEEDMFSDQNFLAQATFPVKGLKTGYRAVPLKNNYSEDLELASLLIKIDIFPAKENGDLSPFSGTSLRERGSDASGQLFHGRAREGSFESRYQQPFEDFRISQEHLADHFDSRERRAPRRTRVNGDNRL
Starred values were filed as active, the others as inactive; . = not tested or not shown.

canonical_smiles	DAX1 inh-1	hcDAF-12 act	SMARCA2 act	hgDAF-12 ag	ssDAF-12 act	NR1D1 modulator	ADAM17 inh	PLCb3 inh	DAX1 inh-2	MBD2 inh	PLCg1 inh
C=CC(COCc1ccccc1)N(C(=O)OC(C)(C)C)S(=O)(=O)c1ccccc1Br (stereo not given)	-0.6	-1.2	-2	-2.1	-1.8	2	2	-3	0.5	8	-2
O=C(NCc1ccon1)C1CCC(=O)N(CCc2cccc(F)c2)C1 (stereo not given)	0.9	0.6	0	-0.8	-1.3	-5	-4	-12	0.9	2	-1
CC(=O)Nc1cccc(-c2ccnc3c2CC(C)(C(=O)Nc2ccc(Cl)c(C(F)(F)F)c2)O3)c1 (stereo not given)	0.7	-2.6	-1	-1.1	-1.4	-4	3	0	.	-7	6
CN(C)CCNc1c(N)c(=O)oc2ccccc12	0.3	0.6	2	1.2	-0.1	4	-4	-7	0.2	-4	-4
Cc1nc2ccccc2n1-c1nc(-c2ccco2)cc(C(F)(F)F)n1	1.8	-0.9	0	-0.6	-0.8	-12	1	3	-1.2	0	3
Cc1ccc(S(=O)(=O)CC(=O)c2ccccc2[N+](=O)[O-])cc1	0.0	0.1	3	-0.6	-1.3	2	-1	2	0.6	-3	3
Cc1ccc(S(=O)(=O)N(C)C)cc1NC(=O)COC(=O)COc1ccc2c(c1)CCC2	1.1	-0.7	-3	2.2	-0.7	2	-6	0	-0.1	-4	4
COc1ccc(N2CCCN(CC(=O)Nc3ccccc3C)CC2)cc1	-0.3	-2.6	-4	2.8	-0.4	-3	2	-1	.	2	0
COc1cc(O)cc2c1[C@@H]1Oc3c(ccc(O)c3CC=C(C)C)[C@@H]1CO2	-1.6	-3.3	0	-3.9	-1.6	6	4	3	-3.4	3	3
c1ccc(-n2nc3ccccc3n2)cc1	0.5	-1.1	-5	0.4	-1.0	-6	-1	-4	0.2	7	7
O=C1CC(N2CCN(c3ccccc3Cl)CC2)C(=O)N1c1ccccc1 (stereo not given)	-0.7	-1.9	-2	-3.5	-0.8	-5	-1	0	1.6	7	-2
CCCCN(C(=O)COC(=O)c1sccc1C)c1c(N)n(CCC)c(=O)[nH]c1=O	-1.7	-1.5	-3	-1.2	-1.5	-1	0	-1	2.0	2	7
Cc1cccc(N(CC(=O)NC2CC3CCC2C3)S(=O)(=O)c2ccccc2)c1 (stereo not given)	-0.3	0.2	-2	-1.0	-0.8	4	5	-1	0.3	-1	4
O=C(c1cnn2c(C(F)(F)F)cc(-c3ccco3)nc12)N1CCCc2ccccc21	-0.7	2.2	-2	-1.6	-0.3	-1	-3	0	-0.3	-3	-4
Cc1ccc2cc(C#N)c(SCc3nnc(-c4ccccc4[N+](=O)[O-])o3)nc2c1	0.0	-2.9	-3	5.5	-1.2	5	1	2	-0.9	-3	-1
Cc1csc(NC(=O)c2ccc(COc3ccccc3F)o2)n1	1.9	-0.4	5	3.8	-1.3	4	-2	-13	.	9	-8
CC(C)(C)c1ccc(OCCOc2ccc(C(C)(C)C)cc2NC=O)c(NC=O)c1	-0.8	-2.0	-2	1.4	-1.7	8	5	0	-1.2	0	2
CCc1ccc2ncc(S(=O)(=O)c3ccc(C)c(C)c3)c(N3CCCC3)c2c1	-0.7	-1.3	-4	-0.6	-1.2	10	2	-13	-0.4	1	-10
CCCCOC(=O)C1=C(C)Nc2ncnn2C1c1cc(OC)c(OC)cc1OC (stereo not given)	-1.4	-0.5	-4	-1.6	-0.9	-2	-5	2	0.8	7	-1
COc1ccccc1OCCCC(=O)Nc1ccc([N+](=O)[O-])cc1Br	0.4	-1.3	-5	-1.9	-2.0	-3	-3	-6	0.8	-3	0
COc1cc(NC(=O)Nc2cccn3nc(COCCO)nc23)cc(OC)c1OC	0.2	-1.2	-1	1.9	-1.9	-5	-6	1	.	5	0
CCOC(=O)[C@H]1[C@H]2COc3ccc(OC)cc3[C@@H]2N2C(=O)CN(C)C(=O)[C@@]12C	-0.3	-0.4	1	1.0	-1.3	4	-12	-56	0.6	1	-40
COCCNc1nc(=S)[nH]c2cc(OC)c(OC)cc12	0.8	-0.7	1	-1.2	-0.4	2	-3	-1	-1.0	-3	-3
COc1cccc2sc(N(CCCN(C)C)C(=O)COc3ccc(Cl)cc3)nc12	0.6	-0.7	-1	0.6	-1.3	-9	-4	-3	1.0	1	0

Given with each value named: 2 of the compounds above
Cc1csc(NC(=O)c2ccc(COc3ccccc3F)o2)n1
  DAX1 inh-1: 1.9
  hcDAF-12 act: -0.4
  SMARCA2 act: 5
  hgDAF-12 ag: 3.8
  ssDAF-12 act: -1.3
  NR1D1 modulator: 4
  ADAM17 inh: -2
  PLCb3 inh: -13
  DAX1 inh-2: .
  MBD2 inh: 9
  PLCg1 inh: -8

Cc1ccc2cc(C#N)c(SCc3nnc(-c4ccccc4[N+](=O)[O-])o3)nc2c1
  DAX1 inh-1: 0.0
  hcDAF-12 act: -2.9
  SMARCA2 act: -3
  hgDAF-12 ag: 5.5
  ssDAF-12 act: -1.2
  NR1D1 modulator: 5
  ADAM17 inh: 1
  PLCb3 inh: 2
  DAX1 inh-2: -0.9
  MBD2 inh: -3
  PLCg1 inh: -1

Continuation:
canonical_smiles	DAX1 inh-1	hcDAF-12 act	SMARCA2 act	hgDAF-12 ag	ssDAF-12 act	NR1D1 modulator	ADAM17 inh	PLCb3 inh	DAX1 inh-2	MBD2 inh	PLCg1 inh
C[C@H](CO)N1C[C@H](C)[C@@H](CN(C)S(=O)(=O)c2ccc(Oc3ccccc3)nc2)OCc2cn(nn2)CCCC1=O	0.6	1.1	2	-0.1	-0.6	1	-2	-1	0.4	0	-3
CC(Sc1nnc2ccccn12)C(=O)Nc1ccc(N2CCOCC2)cc1 (stereo not given)	0.3	-1.7	4	-1.6	-0.9	10	0	-1	-0.5	-1	4
CN(C)c1ccc(N/C=C/C(=O)C(C)(C)C)cc1	0.0	0.7	1	0.6	-1.0	3	0	-3	0.1	-1	2
COc1ccc2[nH]c(=O)c(CN(C(C)=O)c3ccc(C)c(C)c3)cc2c1	0.0	-0.7	-3	1.4	-1.4	-4	-46	-25	0.2	2	-13
CCCCNC(=O)C1(C)CCCCN1C(=O)c1ccc(F)c(C)c1 (stereo not given)	-1.3	-0.8	-5	-2.7	-0.9	6	4	6	.	-5	14*
C=CCn1c(Cc2cccs2)nnc1SCC(=O)NCc1ccco1	-0.6	-0.3	1	-0.7	-0.8	-5	-2	-1	0.4	1	0
N#CCCN1CCN(CCC#N)CC1	-0.4	-1.6	-2	1.6	-0.9	-1	-4	-1	1.0	-4	-1
CC(C)(C)c1ccc(OC(=O)c2cccnc2)cc1	-0.1	-1.4	5	-0.4	-0.8	.	3	5	-0.3	-2	6
COc1cc(C)c(NC(=O)C(=S)NCCc2ccccc2)cc1C	0.2	-1.3	-4	3.5	-0.9	1	-1	3	-0.6	-4	-1
CC(C)(C)OC(=O)C1=CC[C@@H](c2ccc(Cl)c(Cl)c2)N(S(=O)(=O)c2ccc(F)cc2)[C@H]1c1cccc(F)c1	-0.5	0.5	0	2.0	-1.5	6	-4	4	.	-3	-3
Cc1cc(/C=N/NC(N)=O)c(C)n1-c1ccc(F)cc1	-1.4	-0.7	-5	-2.4	-1.3	-1	-4	-11	-0.6	4	-5
COc1cc(C)c(C)cc1S(=O)(=O)N1CCCc2ccccc21	0.0	-2.0	-1	-0.6	-1.2	0	-4	-4	-1.1	1	-6

Four compounds out of the list above, ordered by the value under ssDAF-12 act, high to low:
Structure | ssDAF-12 act
CCCCNC(=O)C1(C)CCCCN1C(=O)c1ccc(F)c(C)c1 (stereo not given) | -0.9
Cc1cc(/C=N/NC(N)=O)c(C)n1-c1ccc(F)cc1 | -1.3
COc1ccc2[nH]c(=O)c(CN(C(C)=O)c3ccc(C)c(C)c3)cc2c1 | -1.4
CC(C)(C)OC(=O)C1=CC[C@@H](c2ccc(Cl)c(Cl)c2)N(S(=O)(=O)c2ccc(F)cc2)[C@H]1c1cccc(F)c1 | -1.5

Later entries:
canonical_smiles	DAX1 inh-1	hcDAF-12 act	SMARCA2 act	hgDAF-12 ag	ssDAF-12 act	NR1D1 modulator	ADAM17 inh	PLCb3 inh	DAX1 inh-2	MBD2 inh	PLCg1 inh
O=[N+]([O-])c1ccccc1Nc1nc(-c2cccnc2)cs1	-0.3	5.6*	9.2*	4.5	0.0	4	4	1	1.2	-10	2
NC(=O)CCn1nc(-c2ccccc2)c2ccccc2c1=O	0.4	-1.9	0	-1.4	-0.5	-2	-1	0	1.6	-1	0
COc1ccc(N2CC(C(=O)NC3CCSC3=O)CC2=O)cc1 (stereo not given)	-0.3	-0.5	-1	-1.0	-1.5	2	-7	-7	2.1	9	4
CC(C)OCCCNC(=O)CN1C(=O)/C(=C/c2ccccc2)Sc2ccccc21	-0.1	-1.1	-1	-2.9	-1.2	-8	-1	-28	-0.5	4	-26
Cc1cccc(OCC(=O)Nc2cccc3nsnc23)c1	-0.1	0.0	-2	-0.5	-0.3	4	-13	-163	1.8	9	-111
COc1cccc([C@@H]2CC=C(C(=O)O)[C@H](c3ccc(Br)cc3)N2S(=O)(=O)c2ccc(C)cc2)c1	1.3	-1.1	-7	-0.9	0.1	-4	-2	-2	-0.1	3	-5
O=S(=O)(c1cc(F)ccc1F)N1CCN(c2ncccn2)CC1	-1.7	0.2	-1	-0.6	-1.2	4	-9	-11	0.1	0	-2
CCOC(=O)N1CCN(c2c(NCCCN(CC)CC)c(=O)c2=O)CC1	0.0	-0.7	-1	-2.2	-1.2	0	0	4	-1.1	-2	1
N#Cc1c(C(F)(F)F)cc(-c2ccccc2)nc1SCc1nc(N)nc(N2CCOCC2)n1	0.1	3.0	1	-0.9	-0.2	13	-3	-88	0.8	5	-68
CC(C)(C)n1nc2c(c1NC(=O)c1cc3ccccc3o1)CS(=O)(=O)C2	-0.6	2.1	1	2.9	-1.6	-1	-3	-3	-0.2	5	1
Cc1ccc(-n2c(Cc3cccs3)nnc2SCC(=O)Nc2cccc3ccccc23)cc1	-1.0	-2.3	-7	1.9	-1.5	-1	11*	8	.	4	13*
Cc1cc(C)c(C)c(S(=O)(=O)N2CCC(C(=O)N3CCCC3)CC2)c1C	2.4	-1.9	-1	-2.8	-1.2	3	4	-3	0.9	-6	2
